# CXXC DNA block = MLL CXXC-DNA interaction inhibition | MLL-CXXC / FITC-HOXA9 DNA fluorescence polarization | AID 2662 | Q03164 | Potency, µM (highest dose often 115 µM), for the others: top-dose activity change, negative = inhibition, most hits filed as inhibitors | 0.037% of 290,000 active; active = well fitted inhibition curve with a large enough effect in the polarisation, with a control signal flat, not every such curve was filed as active; inconclusive = small, poorly fitted or top-dose-only effect, or effect the other way, or a change in a side signal; inactive = no such curve, though single readings can be large or run the other way; the % refers to the polarisation
#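 Fluorescence polarization: 7 uM MLL-CXXC (stock) preincubated 5 min with compounds, then 50 nM fluorescein-HOX-A9 DNA (stock) added; 30 min ambient. Buffer 50 mM Tris-HCl pH 7.5, 50 mM NaCl, 1 mM DTT, 0.05% BSA.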
# Gal4-VP16 FLuc = inhibits Gal4-VP16 luciferase reporter, ROR gamma counter-screen | Drosophila S2 Gal4-VP16 UAS-luciferase, luminescence, 20 h | Potency, µM (doses to about 53.6 µM), without a hit: at the highest dose activity, negative = inhibition, most hits filed as inhibitors | 3.5% of 310,000 active | AID 2546;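 also: Gal4-VP16 expression switched on by copper sulfate through the metallothionein promoter; % is scaled to controls: 0 for no effect and ±100 for the full control effect; nearly all actives have a fitted effect of over 50% in size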
# NPC1 prom act = NPC1 promoter activation | Huh7 NPC1 promoter luciferase reporter, 24 h | Potency, µM (highest dose often 9.22 µM), without a hit: top-dose activation, usual class: activators | 2.4% of 320,000 active | AID 485313;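 also: % of control where 0% means no effect; nearly all actives have a fitted effect of over 60% in size; reporter is driven by a mutant NPC1 promoter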
#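 NPC1 promoter–luciferase Huh7 cells; 24 h compound; luminescence.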
# ELG1 genotox = inducers of genotoxicity in HEK293T ELG1-luciferase cells. AID 504466. HEK293T ELG1-luciferase reporter, luminescence, 16 h. Potency, µM (series often up to 46 µM), for inactives: top-dose activity change, positive = activation, usual class: activators. 1.3% of 330,000 active; also: % of control where 0% means no effect; nearly all actives have a fitted effect of over 60% in size
#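 After overnight (16 hr) compound treatment at 37 °C, ELG1-luciferase HEK293T cells were lysed with ONE-Glo; luminescence quantified 30 min later at room temperature.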
# p53 reactivation = re-activators of mutant p53; AID 504706; 0.063% of 320,000 active; Potency, µM (titrated, usually from 92.2 µM), inactives show at the highest dose activity change, positive = activation, hits mostly activators; H1299 p53-A138V BP100-luciferase reporter, luminescence, 24 h; also: % of control where 0% means no effect; nearly all actives have a fitted effect of over 45% in size
#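 H1299 (p53-null), stable ts p53-A138V + BP100-Luc; 1000 cells/well, Opti-MEM/10% FBS; cpd 4 pt, 1:5; 24 h, 37 deg C, 5% CO2; detection reagent 10 min RT; luminescence.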
# MBNL1 CUG block = MBNL1-poly(CUG) RNA binding inhibition; Q9NR56; TR-FRET MBNL1-His/biotin-(CUG)12 binding, 665/545 ratio; Potency, µM (titrated, usually from 57.5 µM), inactives show at the highest dose activity change, negative = inhibition, most hits filed as inhibitors; 0.036% of 280,000 active; AID 2675; active = well fitted inhibition curve with a large enough effect in the signal ratio, with a control signal flat, not every such curve was filed as active; inconclusive = small, poorly fitted or top-dose-only effect, or effect the other way, or a change in a side signal; inactive = no such curve, though single readings can be large or run the other way; the % refers to the signal ratio; also: % is scaled to controls: 0 for no effect and ±100 for the full control effect
#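 TR-FRET between His-tagged MBNL1 and biotin-(CUG)12 RNA, detected with Tb anti-His antibody (0.055 ng/ul) and streptavidin-XL665 (5 nM), 60 min at room temperature. Compounds titrated 92 nM to 58 uM; 665/545 nm ratio normalized to buffer and complex controls.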
# uPA generation = cell surface uPA generation inhibition | 0.31% of 330,000 active | Potency, µM (highest dose often 38.3 µM), for the others: top-dose activity change, negative = inhibition, actives largely listed as inhibitors | cell surface uPA generation assay, qHTS; active = well fitted inhibition curve with a large enough effect; inconclusive = small, poorly fitted or top-dose-only effect; inactive = no such curve, though single readings can be large or run the other way; tested in mouse RAW 264.7 cells; also: % is scaled to controls: 0 for no effect and ±100 for the full control effect; nearly all actives have a fitted effect of over 55% in size
# FLuc counter = firefly luciferase modulation, counter-screen for miR-21 project. AID 588342. 6.9% of 360,000 active. purified FLuc, Km substrates, luminescence inhibition. Potency, µM (doses to about 57.5 µM), inactives show top-dose activity change, negative = inhibition, usual class: inhibitors;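 also: plate controls were vehicle for no effect and reference inhibitor for full effect; nearly all actives have a fitted effect of over 55% in size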
# Target sequence (P08659 whole entry, looked up): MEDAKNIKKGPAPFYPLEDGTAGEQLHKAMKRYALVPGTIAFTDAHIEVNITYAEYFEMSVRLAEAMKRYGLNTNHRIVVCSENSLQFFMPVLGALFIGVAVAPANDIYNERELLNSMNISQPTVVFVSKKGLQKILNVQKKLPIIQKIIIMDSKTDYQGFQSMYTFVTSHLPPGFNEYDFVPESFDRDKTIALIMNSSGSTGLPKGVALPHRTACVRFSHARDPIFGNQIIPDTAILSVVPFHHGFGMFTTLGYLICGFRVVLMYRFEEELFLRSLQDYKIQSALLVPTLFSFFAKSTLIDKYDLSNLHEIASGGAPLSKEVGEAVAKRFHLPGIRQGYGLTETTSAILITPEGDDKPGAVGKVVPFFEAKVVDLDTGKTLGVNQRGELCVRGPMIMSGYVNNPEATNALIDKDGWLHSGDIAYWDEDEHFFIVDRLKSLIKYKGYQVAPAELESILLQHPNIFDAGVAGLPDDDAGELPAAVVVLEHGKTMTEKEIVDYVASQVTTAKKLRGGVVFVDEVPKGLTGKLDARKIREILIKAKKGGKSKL
#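 Purified P. pyralis luciferase (10nM final) with 10uM D-luciferin and 10uM ATP (Km levels) in 50mM Tris acetate pH 7.5, 10mM Mg acetate, 0.01% Tween-20, 0.05% BSA; qHTS 6-point titration, ~60 µM downward; luminescence read.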
# BRCA1 expr up = increases BRCA1 expression. MCF7-BRCA1-FFLuc reporter, luminescence, 48 h; response scale: scaled: vehicle 0%, 10 µM genistein 100%. Potency, µM (titrated, usually from 46.1 µM), without a hit: top-dose activation, hits mostly activators. 1.1% of 380,000 active. AID 624202; also: nearly all actives have a fitted effect of over 80% in size; some results filed as inactive show a strong effect at the top dose
#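 Luminescence from a BRCA1-driven firefly luciferase in MCF7 cells was read after 48 h compound exposure at 37 C. Data normalized against DMSO and a 10microM genistein activation control, then curve-fitted across the titration.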
# Rab9 prom act = activates the Rab9 promoter; AID 485297; 2.8% of 320,000 active; Huh7 Rab9 promoter-luciferase reporter, luminescence, 24 h; Potency, µM (titrated, usually from 9.22 µM), inactives show top-dose activation, negative = inhibition, hits mostly activators; also: % of control where 0% means no effect; nearly all actives have a fitted effect of over 60% in size
#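 Stable Rab9-luc Huh7, 1500 cells/well, 2 h settle; cmpd in DMSO, 24 h, 37 °C/5% CO2; luciferase reagent 10 min RT; luminescence.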
# RORgamma inh = ROR gamma (mouse) transcription inhibition; P51450; AID 2551; Potency, µM (highest dose often 53.6 µM), for the others: top-dose activity change, negative = inhibition, most hits filed as inhibitors; Drosophila S2 Gal4-RORgamma UAS-luciferase reporter, 20 h; 5.4% of 310,000 active; also: % is scaled to controls: 0 for no effect and ±100 for the full control effect; nearly all actives have a fitted effect of over 60% in size
# Target sequence (P51450 whole entry, looked up, the tested form may be a part): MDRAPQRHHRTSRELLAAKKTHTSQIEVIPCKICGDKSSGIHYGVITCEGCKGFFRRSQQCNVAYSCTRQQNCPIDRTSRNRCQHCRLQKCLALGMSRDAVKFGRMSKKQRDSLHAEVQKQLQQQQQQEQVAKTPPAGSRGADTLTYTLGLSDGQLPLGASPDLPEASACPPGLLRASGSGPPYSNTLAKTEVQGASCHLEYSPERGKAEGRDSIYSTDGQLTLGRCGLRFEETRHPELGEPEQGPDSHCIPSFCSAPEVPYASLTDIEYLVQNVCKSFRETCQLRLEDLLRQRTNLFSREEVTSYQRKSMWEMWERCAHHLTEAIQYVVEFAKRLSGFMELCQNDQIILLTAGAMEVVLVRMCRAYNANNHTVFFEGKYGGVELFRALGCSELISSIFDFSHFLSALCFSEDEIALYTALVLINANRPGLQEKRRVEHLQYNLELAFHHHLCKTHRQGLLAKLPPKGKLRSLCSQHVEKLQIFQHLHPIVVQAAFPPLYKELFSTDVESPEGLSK
#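 A Gal4/UAS one-hybrid system in insect cells: metallothionein-promoter Gal4–ROR gamma fusion plus Photinus luciferase reporter. Copper sulfate 700 uM final, 20 hr ambient incubation, luminescent detection after 10 min with reagent.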
# * hit, by the source's call; ? = inconclusive; . = not tested or not shown; [ ] = remark or other dose. Unless noted, calls follow the shape of the dose curve; as a rule, active = well fitted curve in the direction sought with a large enough effect; inconclusive = small, poorly fitted or top-dose-only effect, or another doubt; inactive = no such curve, though single readings can be large; an effect the other way counts as inactive or inconclusive. Potency is read from the fitted curve at half-maximal effect. The list is partial, so the mix of outcomes need not match the whole.
SMILES,CXXC DNA block,Gal4-VP16 FLuc,NPC1 prom act,ELG1 genotox,p53 reactivation,MBNL1 CUG block,uPA generation,FLuc counter,BRCA1 expr up,Rab9 prom act,RORgamma inh
Cc1ccn(CC(=O)N2CCCC(N3CCN(c4ccccc4F)CC3)C2)n1 (configuration not stated),-5%,-1%,-2%,7%,.,9%,2%,3%,-4%,-12%,-25%
CC(C)Nc1ncnc2c1nnn2Cc1ccccc1,3%,-19%,-3%,-4%,3%,-7%,-2%,2%,5%,4%,9%
Cc1nc2ccccc2n1CC(=O)NC(C)C1CC2CCC1C2 (configuration not stated),-2%,?,-27%,-6%,-6%,-5%,-4%,1%,-36%,-26%,?
CCOC(=O)CC1=NN(c2ccccc2)C(=O)C1,-13%,-1%,-1%,-2%,-4%,-2%,0%,-2%,-22%,1%,?
NC(=O)Cc1ccc(Nc2nnc(-c3ccccc3)c3ccccc23)cc1,-2%,22µM*,6%,7%,4%,?,0%,21µM*,-19%,2%,?
CN(C)S(=O)(=O)c1ccc(C(=O)NCCc2ccco2)cc1,-8%,?,24%,14%,27%,-2%,1%,?,0%,?,33%
COCCNC(=O)COc1cccc(Oc2ccccc2)c1,-1%,-4%,-3%,0%,3%,-7%,-3%,-2%,7%,5%,40%
COc1cccc(-c2ccc(NC(=O)C3CCCN(Cc4cnc(C)n4C)C3)cc2)c1 (configuration not stated),?,-5%,14%,14%,27%,-4%,-25%,-5%,-48%,6%,-30%
O=C(O)C1CC=CCC1C(=O)Nc1cccc(Cl)c1 (configuration not stated),3%,0%,-2%,-5%,-2%,-13%,-3%,12%,-14%,2%,-4%
CCn1c(=O)c2c(nc(SCC(=O)Nc3ccccc3)n2C)n(C)c1=O,3%,-3%,0%,3%,-2%,1%,-1%,1%,1%,0%,-7%
COc1ccc(-c2nn(-c3ccccc3)cc2C(=O)NC(=S)N2CCOCC2)cc1OC,.,.,0%,1%,-32%[inhibitor],.,?,?,43%,27%,.
COc1ccc(CCCC(=O)NCC(=O)N/N=C/c2cc(Cl)ccc2OC)cc1,6%,.,2%,-6%,.,-4%,4%,1%,-38%,0%,.
O=[N+]([O-])c1ccc(Sc2nnnn2-c2ccccc2)c(Cl)c1,-6%,4%,0%,-1%,?,?,.,5%,-73%,2%,?
Cc1ccc(CNC(=O)C2CCCN2C(=O)Nc2ccc(F)cc2)cc1 (configuration not stated),0%,6%,0%,-1%,?,-7%,13%,6%,-21%,0%,-13%
Cc1[nH]ncc1-c1ccccc1Cl,?,0%,-1%,-3%,-4%,-2%,8%,-2%,16%,2%,-6%
Cc1ccc(N=C2SCCCN2C(=O)c2ccco2)cc1Cl,38%[activator],0%,11%,0%,-19%,-3%,-5%,-7%,45%,6%,-26%
O=C(CSc1nnc(NC(=O)c2ccccc2Cl)s1)NC1CC1,5%,?,?,17%,?,-1%,?,12µM*,69%,4.5µM*,9%
CCN(CC)S(=O)(=O)c1cccc(C(=O)N[C@H](C(=O)NNC(=O)c2ccccc2)C(C)C)c1,-9%,7%,-14%,-5%,-3%,1%,2%,1%,-3%,1%,-45%
NC(=O)CSc1nc2cc(Cl)ccc2c(=O)n1C1CCCCC1,21%,-6%,1%,6%,-8%,0%,-6%,1%,-31%,-1%,-22%
O=S(=O)(Cc1ccccc1)C1CCCCC1O (configuration not stated),-8%,0%,0%,0%,-3%,-7%,4%,5%,12%,-1%,2%
Cc1sc2nc(SCc3nc(-c4cccs4)no3)n(-c3ccccc3)c(=O)c2c1C,23%,?,-4%,-2%,-3%,-10%,3%,1%,-1%,0%,34%
CC(=O)c1cccc(NC(=S)NC(=O)c2cccc(Cl)c2)c1,7%,10µM*,?,?,?,12%,-5%,21µM*,?,3.5µM*,2.8µM*
Cc1ccc(NC(=O)C2COc3ccccc3O2)cc1 (configuration not stated),-13%,11%,2.8µM*,?,-20%,-11%,14%,24µM*,-4%,3.5µM*,-4%
CCCCc1c(O)nc2sccn2c1=O,-4%,1%,-3%,-2%,3%,-15%,-1%,7%,16%,2%,-2%
COc1ccc(NC(=S)N2CCOCC2)c(OC)c1,14%,3%,-5%,-3%,-7%,.,-3%,3%,-11%,0%,-25%

# Full records as entered above. Order of screens: CXXC DNA block	Gal4-VP16 FLuc	NPC1 prom act	ELG1 genotox	p53 reactivation	MBNL1 CUG block	uPA generation	FLuc counter	BRCA1 expr up	Rab9 prom act	RORgamma inh
# Profile of CCOC(=O)CC1=NN(c2ccccc2)C(=O)C1 : -13%	-1%	-1%	-2%	-4%	-2%	0%	-2%	-22%	1%	?
# Profile of O=C(O)C1CC=CCC1C(=O)Nc1cccc(Cl)c1 (configuration not stated) : 3%	0%	-2%	-5%	-2%	-13%	-3%	12%	-14%	2%	-4%

# Reformatted as tab-separated lines: entries from further up
SMILES	CXXC DNA block	Gal4-VP16 FLuc	NPC1 prom act	ELG1 genotox	p53 reactivation	MBNL1 CUG block	uPA generation	FLuc counter	BRCA1 expr up	Rab9 prom act	RORgamma inh
CN(C)S(=O)(=O)c1ccc(C(=O)NCCc2ccco2)cc1	-8%	?	24%	14%	27%	-2%	1%	?	0%	?	33%
COCCNC(=O)COc1cccc(Oc2ccccc2)c1	-1%	-4%	-3%	0%	3%	-7%	-3%	-2%	7%	5%	40%

# Back to the main list, repeating the 2 entries before the break.
SMILES,CXXC DNA block,Gal4-VP16 FLuc,NPC1 prom act,ELG1 genotox,p53 reactivation,MBNL1 CUG block,uPA generation,FLuc counter,BRCA1 expr up,Rab9 prom act,RORgamma inh
CCCCc1c(O)nc2sccn2c1=O,-4%,1%,-3%,-2%,3%,-15%,-1%,7%,16%,2%,-2%
COc1ccc(NC(=S)N2CCOCC2)c(OC)c1,14%,3%,-5%,-3%,-7%,.,-3%,3%,-11%,0%,-25%
CCCNC(=O)c1ccc(-c2nn(C)c(=O)c3ccccc23)cc1,-5%,16%,-1%,?,.,-1%,-3%,-2%,-26%,-4%,1%[1.91 µM]
Cc1ccc(C(=O)n2nnc3ccccc32)cc1[N+](=O)[O-],6%,-4%,0%,2%,7%,-2%,0%,-7%,-16%,9%,-3%
O=C(CN1CCCCCCC1)Nc1ccc(Cl)cc1Cl,-1%,1%,0%,0%,5%,1%,2%,?,-30%,2%,35%
COc1cc2c(cc1OC)C1O[C@](CCCCN3C(=O)c4ccccc4C3=O)(C2)OC2=C1C(=O)CCC2,16%[23 µM],-8%[10 µM],2%[1.84 µM],.,.,18%[11.5 µM],.,0%[11.5 µM],.,-6%[1.84 µM],14%[10 µM]
OC(CNCc1ccc(F)cc1)(c1ccccc1)c1ccc(F)cc1 (configuration not stated),-10%,-7%,-3%,-4%,-6%,3%,-3%,0%,-22%,8%,12%
COc1ccc(-c2nc3ccccc3nc2-c2ccccc2)cc1OC,14%,-12%,-1%,-5%,-15%,?,-1%,5%,-21%,-3%,10%
Cn1cc(Cl)c(-c2n[nH]c(=S)n2C2CCCCC2)n1,-2%,?,0%,15%,-2%,-1%,-3%,?,2%,-2%,6.3µM*
CCN1CCCC1CN(Cc1cc2cc(C)ccc2[nH]c1=O)C(=O)Nc1ccccc1OC (configuration not stated),0%,-16%,10%,-1%,-6%,8%,-4%,0%,-16%,-9%,?
CCCc1cc(=O)[nH]c(SCC(=O)N(Cc2ccccc2)C(C)C)n1,4%,11%,-2%,-4%,3%,-6%,-7%,15%,13%,0%,3%
COc1ccccc1CN(C)C(=O)c1sccc1-c1ccccc1,28%,-2%,-4%,-9%,-25%,-1%,-8%,0%,-43%,-4%,-2%
COc1cc(NC(c2ccccc2)c2ccccc2)cc(OC)c1OC,-7%,-6%,-3%,-4%,-1%,-5%,4%,6%,-2%,1%,6%
COC(=O)c1c(NC(=O)COc2ccc(Cl)cc2Cl)sc2c1CC(C)(C)NC2(C)C,16%,22µM*,2%,6%,19%,?,6%,2%,3%,0%,?
COc1cc(C(=O)OCC(=O)Nc2cc(S(=O)(=O)N3CCOCC3)ccc2C)ccc1OCC(C)C,.,.,-2%,12%,6%,.,6%,?,-3%,-3%,.
COc1ccccc1NC(=O)C1CC(=O)N(c2ccc(F)cc2)C1 (configuration not stated),-1%,-1%,-4%,2%,5%,6%,-4%,1%,3%,-5%,-11%
O=C(NCc1ccc2c(c1)OCO2)Nc1ccc2ccccc2c1,-10%,0%,7%,7%,3%,-7%,0%,0%,1%,3%,-9%
CN1C(=O)/C(=C2\SC(=S)N(CC3CCCO3)C2=O)c2ccccc21 (configuration not stated),-2%,-11%,-6%,-2%,23%,1%,.,-1%,.,-2%,-11%

# Screening results from PubChem.
